# OX1R antag-1 – OX1R (human) antagonism; O43613; OX1R-expressing cells, FRET antagonist read-out; inhibition, % at 6.6 µM; 1.8% of 330,000 active; AID 485270; in the data active = inhibition mostly above about 38%, no sharp cut-off; inactive = mostly below about 40%;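 note: 0% = agonist challenge alone and 100% = reference antagonist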
# Target sequence (O43613 whole entry, looked up): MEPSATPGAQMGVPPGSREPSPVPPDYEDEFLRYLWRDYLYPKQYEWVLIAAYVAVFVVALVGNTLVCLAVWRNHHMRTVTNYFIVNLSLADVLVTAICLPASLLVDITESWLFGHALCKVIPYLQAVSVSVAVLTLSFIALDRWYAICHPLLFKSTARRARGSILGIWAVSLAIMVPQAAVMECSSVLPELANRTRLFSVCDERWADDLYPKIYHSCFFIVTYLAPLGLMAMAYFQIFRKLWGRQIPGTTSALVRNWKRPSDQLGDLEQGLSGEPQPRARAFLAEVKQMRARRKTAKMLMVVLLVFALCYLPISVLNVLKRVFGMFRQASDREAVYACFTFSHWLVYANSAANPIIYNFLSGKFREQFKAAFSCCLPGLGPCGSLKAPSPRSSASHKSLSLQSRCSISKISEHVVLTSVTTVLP
# OX1R antag-2 – antagonists of human orexin 1 receptor; CHO/OX1R cells, Fluo-8 calcium fluorescence, orexin A; inhibition, % at 5 µM; 0.43% of 330,000 active; AID 434989;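 active = inhibition above its plate's threshold, mean inhibition of all tested compounds on the plate plus 3 SD, cut at about 37% in these data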;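 note: 0% = orexin A challenge wells and 100% = SB-334867-A antagonist wells; not every result past the cut was called active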
# Numbers without * were called inactive. Compounds were not picked by outcome; any-hit rate near 2.1%.
SMILES,OX1R antag-1,OX1R antag-2
CN(C)CCN(C(=O)c1ccc(S(=O)(=O)N(C)c2ccccc2)cc1)c1nc2ccc(Cl)cc2s1,3,-11
C=CCN1C(=O)N/C(=C/c2ccc(C)o2)C1=O,25,14
CS(=O)(=O)c1cnc(-c2ccccc2)nc1Oc1ccc(Cl)cc1,7,-9
CC(C)(C)c1ccc(OCCCN2CCCC2)cc1,14,-13
COC(=O)c1ccc(C(=O)OC)c(NC(=O)N2c3ccccc3Sc3ccccc32)c1,13,-25
CCOCC(O)CNc1ccccc1 (stereo unspecified),0,14
O=C(CCCCn1c(=O)[nH]c2ccccc2c1=O)N1CCN(c2ncccn2)CC1,9,-24
C=CCNC(=O)N1CCC(n2nccc2NC(=O)CCCc2ccccc2)CC1,0,6
COc1ccc(C2OCC3(CO2)SC(=O)NC3=O)cc1OC (stereo unspecified),7,-8
CCC1S/C(=C(\C#N)C(=O)NCc2ccco2)N(c2ccc(Br)cc2)C1=O (stereo unspecified),1,-23
c1ccc2sc(NC3=NCN(CC4CCCO4)CN3)nc2c1 (stereo unspecified),10,-26
CCc1cc2c(-c3ccccc3)cc(=O)oc2c(CN2CCOCC2)c1O,9,-3
O=C([C@H](Cc1ccccc1)NS(=O)(=O)c1ccc(Cl)cc1)N1CC[C@@]2(O)CCCC[C@H]2C1,22,-30
CN(Cc1cn(-c2ccccc2)nc1-c1ccc(Cl)cc1)C(=O)CCC(=O)O,17,-5
CCOc1ccc(CNC(=O)C2CCCN(S(=O)(=O)N3CC(C)CC(C)C3)C2)cc1OC (stereo unspecified),9,-32
CCc1nnc(NS(=O)(=O)c2ccc(NC(=S)NC(=O)/C=C/c3ccc(OC)cc3)cc2)s1,9,-10
c1ccc(-n2nnnc2SCc2cn3cccnc3n2)cc1,21,-18
CCOc1ccc2nc(NC(=S)NCc3ccccc3)sc2c1,16,-3
COc1ccc(C(=O)CCN2CCCCCC2)cc1,12,-12
Oc1c(Cl)cc(Cl)cc1Sc1cc(Cl)cc(Cl)c1O,60*,73*
O=C(Nc1nnc(C2CCCCC2)s1)c1ccc(Br)s1,11,-3
CCn1nc(C(C)C)cc1C(=O)N1CCCC(CO)(Cc2ccc(F)cc2F)C1 (stereo unspecified),44*,3
CC1CCCN(c2nc3c(c(=O)[nH]c(=O)n3C)n2CCSc2nc3ccccc3o2)C1 (stereo unspecified),-1,-4
CN(C)/C=C(\C(=O)c1cccc(Cl)c1)c1nnnn1-c1ccccc1,18,5
CCOC(=O)C1=CN(CC)S(=O)(=O)NC1c1ccc(F)c(Cl)c1 (stereo unspecified),8,4

# Looked up one by one from the list above:
SMILES,OX1R antag-1,OX1R antag-2
CCOCC(O)CNc1ccccc1 (stereo unspecified),0,14
O=C([C@H](Cc1ccccc1)NS(=O)(=O)c1ccc(Cl)cc1)N1CC[C@@]2(O)CCCC[C@H]2C1,22,-30

# (further entries)
SMILES,OX1R antag-1,OX1R antag-2
CCC(=O)Nc1ccc(CCC(=O)N2CCCC2)cc1,12,0
CCCOc1ccc(Cn2c(=O)oc3ccc(C)cc32)cc1OC,8,-30
Cc1nnc(NC(=O)C(C)Sc2nncn2C)s1 (stereo unspecified),0,3
CCC(C)C(=O)Nc1c2c(nc3c1CCC3)CCCC2 (stereo unspecified),23,-8
O=C(CNCCO)Nc1ccc(F)c(Cl)c1,26,-5
COc1ccc(S(=O)(=O)Nc2c(C)cccc2C)cc1-n1cnnn1,8,-1
O=C(CCC(=O)c1cccs1)OCc1ccc([N+](=O)[O-])cc1,2,0
CCOC(=O)c1nn(-c2ccc(Cl)cc2)c2nc(-c3ccc(C)cc3)c(C#N)c(=O)n12,6,-25
CCC1CCCCN1CCCNC(=O)C1CCN(c2nnc(-n3cccc3)s2)CC1 (stereo unspecified),17,-1
Cc1ccc(Sc2ncccc2[N+](=O)[O-])cc1,1,-8
O=[N+]([O-])c1cccc(C(=Nc2ccccc2)NO)c1,2,-4
O=C(CNC(=O)c1cccs1)OCC(=O)c1ccccc1Cl,2,-1
Cc1cccc(C)c1NC(=O)CNC(=O)C12CC3CC(CC(O)(C3)C1)C2,12,0
Cn1c2ccccc2c(=O)c2c(=O)n(Cc3ccco3)c(-c3ccc(C(C)(C)C)cc3)nc21,4,-20
CC1CCN(CCCn2c(=S)[nH]c3ccc(N4CCOCC4)cc3c2=O)CC1,13,-13
CCCn1nc(Oc2nc(NCC)nc(NC(C)C)n2)ccc1=O,27,-5
CC(C)C1NC(C(=O)O)Cc2c1[nH]c1ccccc21 (stereo unspecified),8,-14
CCC(C)NS(=O)(=O)c1ccc(NC(=O)Cc2ccc(OC)cc2)cc1 (stereo unspecified),9,-6
CSc1ccccc1C(=O)C1CCCN(C(=O)c2cc(C(C)C)no2)C1 (stereo unspecified),9,-4
Cc1ccc(CNc2ccc(N3C(=O)CC(C)C3=O)cc2[N+](=O)[O-])cc1 (stereo unspecified),15,-6
CCCn1nnnc1NCc1ccccc1OCc1cccs1,12,-16
Cc1cc(Br)c(NC(=O)COC(=O)CC2CC3CCC2C3)c(Br)c1 (stereo unspecified),9,-31
C=CCc1ccc(OCCCCNC2CCCC2)c(OC)c1,0,-13
CC/C(=N/NC(=O)c1ccc2c(c1)OCO2)c1ccccc1O,6,-8
CC1CCN(S(=O)(=O)c2ccc(NC(=O)CN3CCCC3)cc2)CC1,32,-15

# Exported as labelled records: 4 of the compounds above.
> CCOC(=O)c1nn(-c2ccc(Cl)cc2)c2nc(-c3ccc(C)cc3)c(C#N)c(=O)n12
  OX1R antag-1: 6	OX1R antag-2: -25

> CCC1CCCCN1CCCNC(=O)C1CCN(c2nnc(-n3cccc3)s2)CC1 (stereo unspecified)
  OX1R antag-1: 17	OX1R antag-2: -1

> Cc1ccc(Sc2ncccc2[N+](=O)[O-])cc1
  OX1R antag-1: 1	OX1R antag-2: -8

> O=[N+]([O-])c1cccc(C(=Nc2ccccc2)NO)c1
  OX1R antag-1: 2	OX1R antag-2: -4

# Compound profiles (already shown). Values in the order: OX1R antag-1, OX1R antag-2
# Entry for COc1ccc(C2OCC3(CO2)SC(=O)NC3=O)cc1OC (stereo unspecified) → 7, -8
# Entry for CN(C)/C=C(\C(=O)c1cccc(Cl)c1)c1nnnn1-c1ccccc1 → 18, 5
# Entry for O=C(CNCCO)Nc1ccc(F)c(Cl)c1 → 26, -5

# Additional records follow.
SMILES,OX1R antag-1,OX1R antag-2
O=C(O)CC(=O)Nc1ccccc1,11,-17
CC(=O)Nc1ccc(NC(=O)C(C)OC(=O)C2CCCC2)cc1 (stereo unspecified),8,1
CCn1cc(CN2CCC(C(=O)Nc3ccc(Oc4cccnc4)cc3)CC2)cn1,39,-1
Cc1ccc(-c2nc(N)n(C(=O)c3cccnc3)n2)cc1,17,-5
COCCN(C(=O)Cc1cccs1)C(C(=O)NC1CCCC1)c1cc(OC)c(OC)c(OC)c1 (stereo unspecified),23,-19
C[C@H](NC(=O)c1nc[nH]c1C(=O)NCC(=O)OCc1ccccc1)C(=O)OC(C)(C)C,17,-27
COc1cccc(Nc2nnc(SCC(=O)N3CC(C)OC(C)C3)s2)c1 (stereo unspecified),-2,-6
CCCc1cc(C(N)=O)c(NC(=O)c2ccoc2C)s1,7,-17
O=C1COc2ccc(C(=O)CCl)cc2N1,2,1
CC(=O)c1ccc(N2CCN(C(=S)NCc3ccco3)CC2)cc1,20,-19
O=C(CN1CCN(S(=O)(=O)c2ccc(Cl)cc2)CC1)Nc1ccc2c(c1)CCC2,8,-18
CCOC(=O)C1CCN(c2ncnc3c2cnn3-c2ccccc2)CC1,8,-10
COc1ccccc1NC(=S)NCc1ccco1,11,-9
Cc1ccc2nc(N(CCCN(C)C)C(=O)CN3C(=O)c4ccccc4C3=O)sc2c1,22,-22
CCOc1ccc(CCNC(=O)C2CCN(c3nnc(-n4cccc4)s3)CC2)cc1OCC,21,-22
O=C(NCc1cccc(Cl)c1)c1cnccn1,8,2
Nc1ccc2nc(NC(=O)C3CCCCC3)sc2c1,33,-18
CC(C)(C)c1ccc(-c2nc(C#N)c(NCc3cccnc3)o2)cc1,18,-27
CC(=O)Nc1ccc(NC(=O)CCSCCc2ccccn2)cc1,4,0
CCC(=O)Oc1ccc(C(=O)Nc2ccc([N+](=O)[O-])cc2)cc1,7,-7
N#Cc1ccc(OCC(=O)N2CCN(S(=O)(=O)c3cccs3)CC2)cc1,24,-19
Cc1cc(-c2nnc(CCC(=O)NCc3ccc(F)c(F)c3)o2)no1,5,-13
O=C(O)c1ccccc1CSc1nnnn1-c1ccccc1,4,-1
O=C(Cc1ccc([N+](=O)[O-])cc1)NCc1ccc2c(c1)OCO2,39,9
O=c1c(N2CCOCC2)coc2ccccc12,-2,-9
# The list continues.
SMILES,OX1R antag-1,OX1R antag-2
CC(C)(C)OC(=O)C[C@H]1C/C=C\C[C@H](CC(=O)NCCO)C(=O)NC[C@H](c2ccccc2)OC1=O,3,-9
CCOC(=O)C1(CCOC)CCN(C(=O)c2ccc(CSC)o2)CC1,26,-30
CN(C)CCN(C(=O)c1ccc(S(=O)(=O)N2CCCC2)cc1)c1nc2ccc(Br)cc2s1,6,-17
Cc1onc(-c2c(Cl)cccc2Cl)c1C(=O)Nc1nccs1,15,-1
CC1CN(C(=O)c2cccc(S(=O)(=O)N3CCOCC3)c2)CC(C)O1 (stereo unspecified),1,-11
O=C1CC2(CCN(C(=O)c3ccc(F)cc3)CC2)Oc2ccccc21,7,-24
CCN(CC(=O)NCc1ccc(Cl)cc1)C(=O)c1c(C)noc1C,10,-23
COc1ccccc1NC(=O)N1CCN(c2cc(-c3ccccc3)nc3ncnn23)CC1,15,-10
CCOC(=O)CN1C(=O)S/C(=C/c2cccc([N+](=O)[O-])c2O)C1=O,53,-8
C/C(=N\NC(=O)c1ccoc1C)c1ccc(Br)s1,9,-25
Cc1ccccc1NC(=O)COC(=O)c1ccc(CSc2ccc(Cl)cc2)cc1,10,0
O=C(c1c(F)cccc1F)N(C1CCCCC1)C1CCCCC1,13,-38
COc1ccc(NC(=O)c2c(F)cccc2Cl)cc1S(=O)(=O)N1CCOCC1,6,-14
CC1(C)CC(CC(=O)O)(c2ccc(F)cc2)CCO1 (stereo unspecified),-1,10
Cc1cc(C)c(OCCOCCN2CCCC2)c(C)c1,5,0
O=C(CCCCCNC(=O)c1ccccc1Br)N=Nc1c(O)[nH]c2ccccc12,24,-38
C[C@@H]1CN([C@@H](C)CO)C(=O)Cc2cc(NC(=O)Nc3ccc4c(c3)OCO4)ccc2O[C@@H]1CN(C)C(=O)NC1CCCCC1,4,-5
COc1ccccc1CNC(=O)COC(=O)c1cc(C)oc1C,-12,-25
Cc1ccc(C(=O)N(Cc2ccccc2)C(C)(C)C)cc1C,14,-37
Cc1ccccc1N1CCN(S(=O)(=O)c2ccc3ccccc3c2)CC1,28,-22
C[C@H](CO)N1C[C@H](C)[C@@H](CN(C)C(=O)Nc2ccc(C(F)(F)F)cc2)Oc2ccc(NC(=O)C3CC3)cc2C1=O,0,-16
CC(C)CCNC(=O)C1CCC(CNc2c(N3CCC(C)CC3)c(=O)c2=O)CC1 (stereo unspecified),14,-15
O=C1C=C(NC2CC2)C2(CCCCC2)O1,14,-7
COc1ccc(CCNC(=O)CC2SC(=Nc3cc(C)cc(C)c3)NC2=O)cc1OC (stereo unspecified),2,-16
CCN1C(=O)/C(=C2/C=CC=CN2C)OC1=S,13,-8
# Continued:
SMILES,OX1R antag-1,OX1R antag-2
CCN(C(=O)c1cc2cccc(OC)c2oc1=O)c1ccccc1,25,0
Cc1cccc(CCNC(=O)CCc2nc(-c3ccccc3F)no2)c1,15,-3
C=CCn1c(=N)n(CC(=O)c2ccc(Cl)cc2)c2ccccc21,1,-43
CCOc1ccc(-c2cc(CCCC(=O)NCc3ccco3)no2)cc1,8,-21
CC1(C)Cc2c(cnn2-c2ccc(F)cc2)C(NC(=O)CCN2CCCC2=O)C1 (stereo unspecified),4,-7
CCOC(=O)C1CCN(S(=O)(=O)Cc2ccc(Cl)cc2)CC1,4,-13
Cc1cc(C)cc(C(=O)/C=C2\NC(=O)CS2)c1,6,-12
CC1(C)O[C@@H]2[C@H](O1)[C@@H](COS(=O)(=O)O)O[C@H]2n1cc(Br)c(=O)[nH]c1=O,8,-8
Cc1onc(-c2ccccc2)c1C(=O)NCc1ccccc1F,5,-10
O=C(NCC1OCCc2ccccc21)c1ccc(NC(=O)c2cccc(Br)c2)cc1 (stereo unspecified),13,-9
OCC1(CO)COC(CCc2ccccc2)=N1,6,-4
CCOc1ccc(NC(=O)CC(NCc2ccccn2)C(=O)O)cc1 (stereo unspecified),-2,-8
O=C(NNC1=C(C(=O)C(F)(F)F)CCC1)c1cccc(O)c1,11,-3
Cc1occc1C(=O)Nc1c(F)c(F)c(F)c(F)c1F,21,-12
CCOC(=O)C1CCCN(Cc2ccc(OCC)cc2)C1 (stereo unspecified),12,2
O=C(NCCCN1CCOCC1)c1ccc(CS(=O)(=O)Cc2ccc(Cl)cc2)o1,8,-12
CCOc1ccc(NC(=NCc2ccc3c(c2)OCO3)SC2CC(=O)N(c3ccccc3)C2=O)cc1 (stereo unspecified),2,-11
O=C(NCc1ccccn1)c1c(Cl)cccc1Cl,11,-6
CCN1CCC(N2CCN(c3ccc(Cl)cc3)CC2)CC1,7,-10
O=C1CCCN1CCC1CCN(C(=O)Nc2ccccc2)CC1,4,-15
O=C1CSC(=S)N1,14,3
O=C(NCc1ccco1)c1ccc(COc2ccccc2[N+](=O)[O-])o1,6,-18
COc1cccc(CN2CCN(C(=O)c3cccs3)CC2)c1OC,10,-9
Cc1ccc(Nc2nc(=O)c3cccnc3s2)c(Br)c1,2,-14
CC#CCCCC(=O)Nc1cc(OC)nc(OC)n1,0,-23
CC1=C(C(=O)OCc2ccccc2)C(c2ccccc2Br)NC(=O)N1 (stereo unspecified),10,20
CCN(c1ccc(OC)cc1)S(=O)(=O)c1ccc(-c2ccc(=O)[nH]n2)o1,17,-24
O=C(O)CCc1nn2c3ccccc3n(CC(=O)O)c2nc1=O,19,-25

# Source: PubChem
